# TcdB inh: TcdB glycohydrolase inhibition; P18177; TcdB glycohydrolase enzymatic assay, plate reader; inhibition, % at 9.99 µM; hit rate 0.24% among 350,000; in the data active means inhibition above about 10%
# Target sequence (P18177 whole entry, looked up): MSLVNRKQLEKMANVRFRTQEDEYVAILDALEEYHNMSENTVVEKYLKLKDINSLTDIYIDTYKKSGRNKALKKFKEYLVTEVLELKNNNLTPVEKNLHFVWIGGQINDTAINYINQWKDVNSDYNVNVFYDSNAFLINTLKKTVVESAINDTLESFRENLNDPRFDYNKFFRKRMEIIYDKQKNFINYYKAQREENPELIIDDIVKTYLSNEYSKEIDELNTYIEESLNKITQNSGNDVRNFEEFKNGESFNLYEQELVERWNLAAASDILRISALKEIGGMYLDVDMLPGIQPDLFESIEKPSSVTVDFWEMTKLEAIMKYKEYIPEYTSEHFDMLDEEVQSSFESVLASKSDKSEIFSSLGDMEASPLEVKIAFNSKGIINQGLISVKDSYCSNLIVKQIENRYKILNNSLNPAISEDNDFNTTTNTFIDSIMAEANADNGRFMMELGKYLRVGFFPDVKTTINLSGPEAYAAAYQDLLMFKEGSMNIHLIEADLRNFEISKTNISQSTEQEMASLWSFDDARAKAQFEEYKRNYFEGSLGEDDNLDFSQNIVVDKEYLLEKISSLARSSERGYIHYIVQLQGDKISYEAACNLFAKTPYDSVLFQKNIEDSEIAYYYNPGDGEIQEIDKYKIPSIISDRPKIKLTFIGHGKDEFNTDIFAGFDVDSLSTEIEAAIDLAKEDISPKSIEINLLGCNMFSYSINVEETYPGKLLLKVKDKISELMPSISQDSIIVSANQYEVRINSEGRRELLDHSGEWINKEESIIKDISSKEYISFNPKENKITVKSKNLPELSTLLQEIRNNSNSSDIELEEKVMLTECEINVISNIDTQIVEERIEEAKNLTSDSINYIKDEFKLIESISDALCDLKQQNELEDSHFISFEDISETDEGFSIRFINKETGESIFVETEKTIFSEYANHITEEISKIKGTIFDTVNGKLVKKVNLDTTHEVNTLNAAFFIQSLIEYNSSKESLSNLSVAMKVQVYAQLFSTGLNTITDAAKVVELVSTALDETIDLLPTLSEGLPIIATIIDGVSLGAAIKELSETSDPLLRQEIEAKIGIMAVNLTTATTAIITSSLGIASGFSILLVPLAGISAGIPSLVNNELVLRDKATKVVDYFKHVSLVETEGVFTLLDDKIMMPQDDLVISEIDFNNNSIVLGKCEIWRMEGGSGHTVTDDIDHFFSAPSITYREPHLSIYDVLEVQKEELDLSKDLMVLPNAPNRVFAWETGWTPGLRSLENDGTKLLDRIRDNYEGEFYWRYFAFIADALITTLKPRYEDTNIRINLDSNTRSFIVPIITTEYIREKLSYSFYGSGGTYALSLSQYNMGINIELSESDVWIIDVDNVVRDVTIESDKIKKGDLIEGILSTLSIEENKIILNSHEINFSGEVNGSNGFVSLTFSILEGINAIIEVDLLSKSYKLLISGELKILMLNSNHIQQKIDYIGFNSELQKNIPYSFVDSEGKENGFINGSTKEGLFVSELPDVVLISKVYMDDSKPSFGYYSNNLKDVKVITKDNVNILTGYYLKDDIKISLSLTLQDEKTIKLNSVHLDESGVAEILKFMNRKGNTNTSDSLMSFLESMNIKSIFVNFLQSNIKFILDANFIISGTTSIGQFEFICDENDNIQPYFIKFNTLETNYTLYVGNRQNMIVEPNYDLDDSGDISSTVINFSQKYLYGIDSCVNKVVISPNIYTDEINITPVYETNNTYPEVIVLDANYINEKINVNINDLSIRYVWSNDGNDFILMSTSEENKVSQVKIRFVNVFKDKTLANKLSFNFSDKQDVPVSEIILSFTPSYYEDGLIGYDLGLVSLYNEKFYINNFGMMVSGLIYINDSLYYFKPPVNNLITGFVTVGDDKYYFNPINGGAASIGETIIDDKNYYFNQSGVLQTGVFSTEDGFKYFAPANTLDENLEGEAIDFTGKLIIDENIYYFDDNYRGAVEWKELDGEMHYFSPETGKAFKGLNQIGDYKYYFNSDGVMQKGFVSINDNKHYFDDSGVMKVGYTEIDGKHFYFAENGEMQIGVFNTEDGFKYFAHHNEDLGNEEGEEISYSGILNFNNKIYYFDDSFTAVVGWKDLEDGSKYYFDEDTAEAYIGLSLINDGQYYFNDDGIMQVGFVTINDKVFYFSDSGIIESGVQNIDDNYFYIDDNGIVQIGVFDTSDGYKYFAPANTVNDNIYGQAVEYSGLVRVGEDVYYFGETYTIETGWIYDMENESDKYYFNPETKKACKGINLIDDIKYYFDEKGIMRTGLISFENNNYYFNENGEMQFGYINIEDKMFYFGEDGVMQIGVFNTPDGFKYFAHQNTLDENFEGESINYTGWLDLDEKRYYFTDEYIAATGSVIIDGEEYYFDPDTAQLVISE
# Mtb BioA inh: blocks M. tuberculosis BioA enzyme activity; purified M. tuberculosis BioA enzyme, plate reader; inhibition, % at 9.99 µM; hit rate 0.096% among 360,000; AID 602481; in the data active means inhibition above about 40%
# * hit, by the source's call. A portion of the library, so the mix of outcomes need not match the whole.
# Every second line gives: TcdB inh	Mtb BioA inh
> Cc1noc(C)c1NC(=O)N(C)C[C@H]1Oc2ccc(NC(=O)CCC(F)(F)F)cc2CC(=O)N([C@H](C)CO)C[C@H]1C
    0.1	-0.4
> COc1cccc(-c2ccc([C@@H]3[C@@H](C#N)N(C(=O)Cc4ccncc4)[C@@H]3CO)cc2)c1
    1.2	2.3
> C[C@H](CO)N1C[C@H](C)[C@H](CN(C)C(=O)Nc2ccccc2)Oc2ncc(C#CC(C)(C)O)cc2C1=O
    -0.6	0.3
> Cc1noc(C)c1S(=O)(=O)N(C)C[C@H]1Oc2ccc(NS(C)(=O)=O)cc2CC(=O)N([C@@H](C)CO)C[C@H]1C
    -0.6	-0.3
> CCC(=O)Nc1ccc2c(c1)OC[C@H](C)N(C(=O)CN(C)C)C[C@H](C)[C@H](OC)CN(C)C2=O
    -0.2	0.1
> C[C@@H]1CN([C@@H](C)CO)C(=O)c2cc(NS(=O)(=O)c3ccc(Cl)cc3)ccc2O[C@@H](C)CCCCO[C@H]1CN(C)C(=O)C1CCCCC1
    -0.2	7.9
> COc1ccc(NC(=O)N(C)C[C@H]2Oc3ccc(NC(=O)CCN4CCOCC4)cc3C(=O)N([C@H](C)CO)C[C@H]2C)cc1
    -0.7	-0.7
> CO[C@@H]1CN(C)C(=O)c2ccc(NS(=O)(=O)c3c(C)noc3C)cc2OC[C@H](C)NC[C@H]1C
    0.4	-0.4
> O=C(N[C@@H]1CC[C@@H](CC(=O)N2CCOCC2)O[C@@H]1CO)c1ccccn1
    -0.8	-0.4
> C[C@@H]1CN([C@@H](C)CO)S(=O)(=O)c2ccc(C#Cc3cccnc3)cc2O[C@H]1CN(C)C(=O)C1CC1
    -0.5	22
> CCCN(C)C[C@@H]1OCCCC[C@@H](C)Oc2ccc(NC(=O)NC(C)C)cc2C(=O)N([C@H](C)CO)C[C@@H]1C
    -0.6	-4.5
> CS(=O)(=O)Nc1ccc2c(c1)[C@@H]1C[C@H](CC(=O)NC3CCCC3)O[C@H](CO)[C@@H]1O2
    -0.6	-0.9
> CC(C)CC#Cc1cnc2c(c1)C(=O)N([C@H](C)CO)C[C@H](C)[C@@H](CN(C)S(=O)(=O)c1cccs1)O2
    -0.5	-2.6
> C[C@H]1CN([C@@H](C)CO)C(=O)c2cccc(NC(=O)C3CCOCC3)c2O[C@@H]1CN(C)Cc1ccc(C(=O)O)cc1
    -0.6	0.5
> OC[C@H]1[C@@H]2c3ccccc3NC[C@@H]2N1Cc1cccnc1
    -5.0	-1.2
> COCc1cn(CC[C@H]2CC[C@H](NC(=O)Nc3ccccc3)[C@@H](CO)O2)nn1
    -8.4	0.3
> O=C(C[C@@H]1C[C@H]2c3cc(NC(=O)Nc4ccccc4F)ccc3O[C@H]2[C@H](CO)O1)NCc1ccc(Oc2ccccc2)cc1
    2.8	-1.2
> COc1cccc(S(=O)(=O)N[C@@H]2CC[C@H](CCn3cc(-c4ccccn4)nn3)O[C@@H]2CO)c1
    0.3	1.4
> CN(C)C(=O)c1ccc(-c2ccc3n(c2=O)C[C@@H]2[C@@H](CO)[C@H](C(=O)NCCc4ccccc4)N[C@H]32)cc1
    0.2	0.2
> Cc1noc(C)c1S(=O)(=O)Nc1cccc2c1O[C@H](CN(C)S(=O)(=O)c1ccc(F)cc1)[C@H](C)CN([C@@H](C)CO)C2=O
    0.1	0.3
> O=C(Nc1ccccc1)Nc1ccc2c(c1)[C@H]1C[C@H](CC(=O)N3CCCCC3)O[C@@H](CO)[C@H]1O2
    -0.2	0.8
> C[C@@H]1CN([C@H](C)CO)C(=O)c2cccc(NC(=O)C3CCOCC3)c2O[C@@H]1CN(C)S(=O)(=O)c1cccs1
    1.1	-0.8
> Cc1noc(C)c1NC(=O)N(C)C[C@@H]1Oc2ccc(NC(=O)NC(C)C)cc2CC(=O)N([C@@H](C)CO)C[C@@H]1C
    -5.3	-0.9
> C[C@@H]1CN([C@H](C)CO)C(=O)Cc2cc(NC(=O)Cc3ccccc3)ccc2O[C@@H]1CN(C)S(=O)(=O)c1ccccc1
    0.8	1.1
> COCC(=O)Nc1ccc2c(c1)C(=O)N(C)[C@H]1CC[C@H](CC(=O)NCc3ccccc3)O[C@H]1CO2
    -0.3	3.4
> C[C@@H](O)C#Cc1ccc2c(c1)O[C@@H](CN(C)Cc1ccccc1)[C@@H](C)CN([C@@H](C)CO)S2(=O)=O
    -0.4	-0.7
> CCCC#Cc1cnc2c(c1)C(=O)N([C@H](C)CO)C[C@H](C)[C@H](CN(C)C(=O)Nc1ccccc1OC)O2
    0.0	-0.9
> CNC[C@H]1Oc2c(NC(=O)Nc3cccc4ccccc34)cccc2C(=O)N([C@H](C)CO)C[C@H]1C
    0.5	-4.3
> COCCNC(=O)[C@@H]1[C@@H](CO)[C@@H]2Cn3c(ccc(-c4ccccc4F)c3=O)[C@@H]2N1C(=O)C1CC1
    -1.0	4.9
> COc1ccc(S(=O)(=O)N(C)C[C@@H]2OCCCC[C@@H](C)Oc3ccc(NC(=O)C4CCCCC4)cc3C(=O)N([C@H](C)CO)C[C@@H]2C)cc1
    0.9	-0.6
> C[C@@H]1CN([C@@H](C)CO)C(=O)c2cccc(NC(=O)C3CC3)c2O[C@H]1CN(C)C(=O)Nc1ccc(C(F)(F)F)cc1
    -0.4	4.1
> COc1ccccc1S(=O)(=O)N[C@@H]1CC[C@H](CC(=O)N2CCN(C)CC2)O[C@@H]1CO
    2.1	2.9
> O=C(NC1CCCC1)[C@H]1[C@H](CO)[C@H]2Cn3c(ccc(-c4ccncc4)c3=O)[C@H]2N1CC1CC1
    -1.4	-1.3
> C/C=C/c1ccc2c(c1)O[C@H](CN(C)C(=O)c1cccnc1)[C@H](C)CN([C@H](C)CO)S2(=O)=O
    0.1	0.0
> COc1ccc(S(=O)(=O)Nc2ccc3c(c2)CC(=O)N([C@H](C)CO)C[C@@H](C)[C@@H](CN(C)C(=O)Nc2c(C)noc2C)O3)cc1
    -0.7	0.4
> COc1ccc(S(=O)(=O)Nc2ccc3c(c2)C(=O)N([C@@H](C)CO)C[C@H](C)[C@@H](CN(C)Cc2ccccc2)O3)cc1
    -0.5	3.7
> C[C@H](CO)N1C[C@H](C)[C@H](CN(C)S(C)(=O)=O)OCCCC[C@H](C)Oc2ccc(NS(=O)(=O)c3cn(C)cn3)cc2C1=O
    0.0	-1.3
> CC(C)NC(=O)Nc1ccc2c(c1)CC(=O)N([C@H](C)CO)C[C@@H](C)[C@H](CN(C)C(=O)NC(C)C)O2
    -0.3	-2.4
> O=C(C1CCC1)N1CCCCN2[C@H](C1)[C@@H](c1ccc(C#CC3(O)CCCC3)cc1)[C@@H]2CO
    -0.3	-0.4
> C[C@H]1CN([C@@H](C)CO)C(=O)Cc2cc(NC(=O)Nc3ccccc3)ccc2O[C@@H]1CN(C)Cc1ccc(Cl)c(Cl)c1
    1.2	-1.0

# Complete entries from above. Screens in order: TcdB inh	Mtb BioA inh
# CCC(=O)Nc1ccc2c(c1)OC[C@H](C)N(C(=O)CN(C)C)C[C@H](C)[C@H](OC)CN(C)C2=O reads -0.2	0.1
# C/C=C/c1ccc2c(c1)O[C@H](CN(C)C(=O)c1cccnc1)[C@H](C)CN([C@H](C)CO)S2(=O)=O reads 0.1	0.0
# CS(=O)(=O)Nc1ccc2c(c1)[C@@H]1C[C@H](CC(=O)NC3CCCC3)O[C@H](CO)[C@@H]1O2 reads -0.6	-0.9

# Taken from above (2 entries):
# Every second line gives: TcdB inh	Mtb BioA inh
> O=C(C1CCC1)N1CCCCN2[C@H](C1)[C@@H](c1ccc(C#CC3(O)CCCC3)cc1)[C@@H]2CO
    -0.3	-0.4
> C[C@H]1CN([C@@H](C)CO)C(=O)Cc2cc(NC(=O)Nc3ccccc3)ccc2O[C@@H]1CN(C)Cc1ccc(Cl)c(Cl)c1
    1.2	-1.0

# (cont.)
# Every second line gives: TcdB inh	Mtb BioA inh
> OC[C@H]1[C@@H](c2ccc(/C=C/c3ccccc3)cc2)[C@H]2CN(Cc3cccnc3)CCCCN21
    0.4	-7.2
> CO[C@@H]1CN(C)C(=O)c2ccc(NC(=O)c3ccccc3F)cc2OC[C@@H](C)NC[C@@H]1C
    0.5	1.1
> C[C@@H](NC(=O)C[C@H]1CC[C@H]2[C@@H](COC[C@H](O)CN2C(=O)Nc2cccc(F)c2)O1)c1ccccc1
    -1.6	4.7
> COCC(=O)Nc1ccc2c(c1)OC[C@@H](C)N(C(=O)Cc1cccnc1)C[C@H](C)[C@@H](OC)CN(C)C2=O
    -1.3	-0.7
> C[C@H](CO)N1C[C@H](C)[C@H](CN(C)S(=O)(=O)c2ccc(F)cc2)Oc2cc(C3=CCCC3)ccc2S1(=O)=O
    0.2	0.0
> CCC(=O)N(C)C[C@@H]1Oc2cc(C#CC(C)C)ccc2S(=O)(=O)N([C@@H](C)CO)C[C@@H]1C
    1.4	0.2
> C[C@@H]1CN([C@@H](C)CO)C(=O)c2cc(-c3ccc(C#N)cc3)cnc2O[C@H]1CN(C)C(=O)CC1CC1
    0.8	-0.8
> C[C@H](CO)N1C[C@H](C)[C@H](CN(C)S(=O)(=O)Cc2ccccc2)OCc2ccccc2-c2c(n(C)c3ccccc23)C1=O
    0.6	-0.4
> Cc1ccc(S(=O)(=O)N(C)C[C@@H]2OCCCC[C@@H](C)Oc3ccc(NC(=O)Cc4ccccc4)cc3C(=O)N([C@@H](C)CO)C[C@@H]2C)cc1
    0.2	1.0
> C[C@@H]1CCCCO[C@H](CN(C)C(=O)Nc2ccc3c(c2)OCO3)[C@@H](C)CN([C@H](C)CO)C(=O)c2cc(NC(=O)Nc3ccc4c(c3)OCO4)ccc2O1
    0.7	-0.3
> CC=Cc1ccc2n(c1=O)C[C@H]1[C@H](CO)[C@@H](C(=O)NCC)N(Cc3cccc(F)c3)[C@@H]21 (mixture of isomers)
    -0.2	3.6
> O=S(=O)(N[C@H]1CC[C@@H](CCn2cc(-c3cccnc3)nn2)O[C@@H]1CO)c1ccccc1
    0.2	6.5
> O=C(NC1CCCC1)N1CCCCN2[C@@H](CO)[C@@H](c3ccc(-c4ccccc4)cc3)[C@@H]2C1
    0.6	0.5
> O=C(NCC[C@@H]1CC[C@H](NC(=O)c2cccnc2)[C@H](CO)O1)Nc1ccc(F)cc1
    -0.8	2.6
> C[C@@H]1CN([C@H](C)CO)C(=O)c2cccc(NC(=O)c3cnccn3)c2O[C@@H]1CN(C)Cc1ccncc1
    0.1	-2.7
> C[C@@H]1CCCCO[C@H](CN(C)Cc2ccc(C(=O)O)cc2)[C@H](C)CN([C@H](C)CO)C(=O)c2cc(NS(=O)(=O)c3cccs3)ccc2O1
    0.3	-1.7
> COc1ccc(S(=O)(=O)N[C@H]2CC[C@@H](CCNC(=O)CN3CCOCC3)O[C@H]2CO)cc1
    1.6	-0.8
> C[C@@H]1CCCCO[C@@H](CN(C)Cc2ccccc2)[C@H](C)CN([C@@H](C)CO)C(=O)c2cc(N(C)C)ccc2O1
    -31	1.4
> C[C@H]1CCCCO[C@H](CN(C)Cc2ccc(Cl)c(Cl)c2)[C@@H](C)CN([C@@H](C)CO)C(=O)c2cc(NC(=O)NC3CCCCC3)ccc2O1
    -0.4	-1.6
> COc1ccc(NC(=O)Nc2ccc3c(c2)C(=O)N([C@H](C)CO)C[C@@H](C)[C@H](CN(C)Cc2ccc(-c4ccccc4)cc2)O3)cc1
    0.3	-0.8

# By substructure, those above with a CF3 group
# Every second line gives: TcdB inh	Mtb BioA inh
> Cc1noc(C)c1NC(=O)N(C)C[C@H]1Oc2ccc(NC(=O)CCC(F)(F)F)cc2CC(=O)N([C@H](C)CO)C[C@H]1C
    0.1	-0.4
> C[C@@H]1CN([C@@H](C)CO)C(=O)c2cccc(NC(=O)C3CC3)c2O[C@H]1CN(C)C(=O)Nc1ccc(C(F)(F)F)cc1
    -0.4	4.1

# The listing continues:
# Every second line gives: TcdB inh	Mtb BioA inh
> CN(C)CC(=O)N1CCCCN2[C@H](C1)[C@H](c1ccc(-c3ccccc3)cc1)[C@@H]2CO
    -0.1	-2.1
> COc1ccc(CN(C)C[C@H]2Oc3ccc(NC(=O)CCN4CCOCC4)cc3CC(=O)N([C@@H](C)CO)C[C@@H]2C)cc1
    1.3	0.3
> CO[C@H]1CN(C)C(=O)c2cc(NS(=O)(=O)c3ccc(-c4ccccc4)cc3)ccc2OC[C@@H](C)NC[C@H]1C
    3.0	0.4
> C[C@H]1CN([C@@H](C)CO)C(=O)CCCn2cc(nn2)CO[C@@H]1CN(C)Cc1cccc(O)c1
    0.1	-0.9
> C[C@@H]1CN([C@H](C)CO)S(=O)(=O)c2ccc(C#C[C@@H](C)O)cc2O[C@@H]1CN(C)Cc1ccncc1
    -0.9	-1.1
> C[C@@H]1CN([C@H](C)CO)C(=O)c2cc(NC(=O)c3ccccc3)ccc2O[C@@H](C)CCCCO[C@H]1CN(C)C(=O)Nc1ccc(C(F)(F)F)cc1
    0.3	-1.2
> CO[C@@H]1CN(C)C(=O)c2cc(NC(=O)C3CC3)ccc2OC[C@H](C)N(CCC(F)(F)F)C[C@H]1C
    1.0	-2.1
> O=C(C[C@@H]1C[C@H]2c3cc(NC(=O)C4CCOCC4)ccc3O[C@H]2[C@H](CO)O1)NCc1ccc(Cl)cc1
    -0.5	-0.8
> C[C@@H]1CN([C@@H](C)CO)C(=O)c2cc(NC(=O)CCN3CCOCC3)ccc2O[C@@H]1CN(C)C(=O)Nc1ccc(F)cc1
    0.1	-0.9
> COc1ccc(-c2ccc3n(c2=O)C[C@@H]2[C@@H](CO)[C@H](C(=O)NCC4CC4)[C@H]3N2S(C)(=O)=O)cc1
    0.2	0.0
> C[C@@H]1CN([C@@H](C)CO)C(=O)c2cc(NC(=O)Nc3ccccc3)ccc2O[C@@H]1CN(C)S(C)(=O)=O
    -1.6	2.8
> C[C@H](CO)N1C[C@H](C)[C@H](CN(C)CC2CC2)Oc2c(NS(=O)(=O)c3ccc(F)cc3)cccc2C1=O
    -0.7	-0.2
> C[C@H]1CN([C@@H](C)CO)S(=O)(=O)c2ccc(/C=C/c3ccccc3)cc2O[C@@H]1CN(C)C(=O)C1CC1
    2.5	0.6
> O=C(Cc1ccccn1)N[C@@H]1CC[C@@H](CCNS(=O)(=O)c2cccc(F)c2)O[C@@H]1CO
    0.9	1.6
> CN1CCN(C(=O)C[C@@H]2C=C[C@H](NC(=O)Cc3ccccn3)[C@@H](CO)O2)CC1
    0.6	1.4

# Bioassay records as filed in PubChem BioAssay.
